# PL biosyn Enam – animal cell phospholipid biosynthesis inhibition, Enamine screen. AID 1347385. calls only at 10 µM. 20,000 tested, 0.4% active. ZR-82 CHO cells, pyrene fatty acid UV survival, CellTiter Blue; peroxisome-deficient CHO-K1 mutant line; plus DGAT-1, DGAT-2 and ACAT inhibitors;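 active means cell survival signal 2 SD away from solvent-only control wells, confirmed on one or two retests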;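 further: 3 h compound exposure then viability read about one day after UV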
# Calls only; i = inactive; + = active, no number. An excerpt. The share of hits here may be higher or lower than overall.
SMILES,PL biosyn Enam
CC(C)(C)c1nnc2sc(SCC(=O)NCC3CCCCC3)nn2c1=O,i
O=c1c2ccc(Cl)cc2[nH]c(=S)n1CC1CCCO1 (stereo not drawn),i
CCn1c(SCc2cscn2)n[nH]c1=O,i
S=c1[nH]nc(NCCc2cccs2)s1,i
COC(=O)c1nc(S(C)(=O)=O)ncc1Cl,i
Cc1ccc(C(=O)OCc2cc(=O)n3ccsc3n2)s1,i
O=C(CN1C(=O)C2C3C=CC(C3)C2C1=O)Nc1nnc(-c2ccco2)o1 (stereo not drawn),i
Oc1ccc(Nc2nnns2)cc1,i
Cc1cc(C=C2Sc3ccccc3N2C)cc(C)[n+]1C(C)c1ccccc1 (stereo not drawn),i
O=c1oc2ccccc2cc1S(=O)(=O)c1ccc(Cl)cc1,i
Cc1cnc(C(=O)OCc2cc(=O)n3ccsc3n2)cn1,i
CC(C)Cc1c2c(nc3sc4c(c13)NC1(CCCCC1)NC4=O)CCCC2,i
O=C(Nc1sc2c(c1C(=O)O)CCC2)c1cccs1,i
Cc1c(C)[n+](=O)c(-c2ccc(F)cc2)c(C)n1[O-],i
Clc1ccc(N=Nc2ccc(N=P(c3ccccc3)(c3ccccc3)c3ccccc3)cc2)cc1,i
COc1cc(C2=C(c3nc4ccccc4[nH]3)C(c3cc(OC)c(OC)c(OC)c3)NC(=S)N2)cc(OC)c1OC (stereo not drawn),i
O=C(c1ccc(=O)[nH]n1)N1CCN(C(=O)c2ccco2)CC1,i
O=[N+]([O-])c1cc2c(c(CSc3nc4ccc([N+](=O)[O-])cc4s3)c1)OCOC2,i
O=C1CCCC(=O)C1CC1C(=O)CCCC1=O,i
C=CCN(CC=C)Cn1c(=O)[nH]c2ccccc21,i
C(=N\Nc1ccc2ccccc2c1)/C1=C(Sc2nc3ccccc3o2)CCCC1,i
CCCn1ccnc1SC(C)C(=O)NC(N)=O (stereo not drawn),i
Fc1cccc(Cl)c1/C=N/Nc1ncc(Cl)cc1Cl,i
Cc1cc(C)n2cc(CSc3ccc(Br)cc3)nc2n1,i
CCN=c1scc(-c2ccc(C)c(C)c2)n1/N=C/c1ccccc1I,i
Cc1cc(-n2c(C)cc(C(=O)CN3C(=O)NC(C)(c4ccco4)C3=O)c2C)no1 (stereo not drawn),i
Cc1nc(SCC(=O)NC2CC2)c2c(C)c(C)sc2n1,i
O=C1CCc2cc(S(=O)(=O)NC3CCSc4ccccc43)ccc2N1 (stereo not drawn),i
CN(C)CCCNc1nn2c(=O)c3ccccc3nc2c2ccccc12,i
CCOC(=O)c1c(C)[nH]c(C(=O)COC(=O)c2cccn2C)c1C,i
Cc1cc(-c2csc(NC3CC3)n2)c(C)n1Cc1cccs1,i
O=C(NC(=S)NC1C2CC3CC(C2)CC1C3)c1cccs1 (stereo not drawn),i
Cc1ccc(C)n1-n1cnc2sc3c(c2c1=O)CCCCC3,i
Cc1ccc(-c2csc(-c3c(C)nc4sccn34)n2)cc1C,i
CC([O-])=Nc1c[n+](-c2ccccc2)no1,i
NC(N)=NC(N)=Nc1ccc(F)c(Cl)c1,i
CC(C)CNC(=O)NC(=O)CSc1nnc(SCC(=O)NC(=O)NCC(C)C)s1,i
CN(C1CCS(=O)(=O)C1)S(=O)(=O)c1ccc(F)cc1 (stereo not drawn),i
Nc1cc([N+](=O)[O-])ccc1OC(F)F,i
C/C(=N\NC(=O)OC(C)(C)C)c1ccc(Cl)s1,i
O=C(/C=C/c1cccs1)NC1CCC(CC2CCC(NC(=O)/C=C/c3cccs3)CC2)CC1 (stereo not drawn),i
C=C(Br)Cn1c(C(F)(F)F)nc2ccccc21,i
FC(F)(F)c1cnc(NNC(=S)NCc2ccc3c(c2)OCO3)c(Cl)c1,i
c1ccc(Oc2ccccc2CSc2nnc(-c3ccc4c(c3)OCO4)o2)cc1,i
C/C(=N\N=c1/sc2ccccc2n1C)c1ccccn1,i
Cc1cnc(NC(=O)CCc2c(C)noc2C)s1,i
O=[N+]([O-])c1cc2c(c(CSc3ncnc4sc5c(c34)CCC5)c1)OCOC2,i
Cn1c(N)c(-c2csc(N3N=C(c4cccs4)CC3c3ccco3)n2)c(=O)n(C)c1=O (stereo not drawn),i
COc1ccc(OC)c(S(=O)(=O)Nc2ccc(Br)cc2Br)c1,i
CCCCCCC(C)NCCCSC (stereo not drawn),i
O=C(c1cc(-c2csc(NC3CC3)n2)c[nH]1)N1CCCC1,i
Cn1c(CC2CCS(=O)(=O)C2)n[nH]c1=S (stereo not drawn),i
CN1CCN(Cc2c(O)ccc3cc(Br)ccc23)CC1,i
O=c1ccc2ccc(OS(=O)(=O)c3ccc4c(c3)OCCO4)cc2o1,i
O=S(=O)(N=Cc1cc(Br)ccc1O)c1cccs1,i
Fc1ccc(-c2nnc(-c3nnc(-c4ccc(F)cc4)c(-c4ccccc4)n3)nc2-c2ccccc2)cc1,i
Cc1cc(NS(=O)(=O)c2ccc(NS(=O)(=O)c3ccc(F)c(F)c3)cc2)no1,i
COc1ccc(C2C=C(c3ccc(F)cc3)Nc3nnnn32)cc1OCc1ccccc1 (stereo not drawn),i
O=C(COCC(=O)NCc1ccco1)NCc1ccco1,i
O=C(OCc1cc(=O)oc2ccc3ccccc3c12)C1=CC=CN2CCS(=O)(=O)N=C12,i

# Continuation:
SMILES,PL biosyn Enam
CC(C)c1ccc(C2C=C(c3ccc(Br)cc3)Nc3nc(C(F)(F)F)nn32)cc1 (stereo not drawn),i
COc1ccc(OC)c(/C=N/NC(=O)C(F)(F)C2(F)OC(F)(F)C(F)(F)C2(F)F)c1 (stereo not drawn),i
Cc1nnsc1C(=O)OCc1cc(=O)n2ccsc2n1,i
CS(=O)(=O)c1ccc(NS(=O)(=O)c2ccccc2[N+](=O)[O-])cc1,i
COc1ccc(C2SCCN2S(C)(=O)=O)cc1Br (stereo not drawn),i
CCCn1c(=O)n(C)c(=O)c2c(SC(C(=O)NC(N)=O)C(C)C)nc(CC(C)C)nc21 (stereo not drawn),i
CCCCCN(C(=O)NC(=O)NCCOC)S(C)(=O)=O,i
Cc1cc2ncn(CC(C)C)c2cc1C,i
CC1=CC(C)=Nc2ccc(C)cc2N1,i
C=CCn1c(C)cc(C(=O)CSCc2nc3sc(C)c(C)c3c(=O)[nH]2)c1C,i
S=c1[nH]nc(-c2ccccc2)o1,i
CC(C)c1ccc(C2=CSC3=NS(=O)(=O)CCN23)cc1,i
CCCc1cc(=O)oc2cc3occ(C)c3cc12,i
CC(C)CCN(CCC(C)C)P1(=O)C=C(c2ccccc2)SC(c2ccccc2)=C1,i
O=C(CSc1nnc(-c2cccs2)n1CC1CCCO1)N1CCCC1 (stereo not drawn),i
NC(=O)C1CCN(C(=O)c2cc3c(s2)CCCCC3)CC1,i
CSc1ccc(/C=C2\SC(=N)NC2=O)cc1,i
C(=Nc1nccs1)N1CCOCC1,i
CC1(C)C2CC=C(C3N=C(N)Nc4nc5ccccc5n43)C1C2 (stereo not drawn),i
CC1CCC2(CC1)c1cnn(C(C)C)c1N=C(c1ccc(F)cc1)N2C (stereo not drawn),i
CCOC(=O)N/N=C/C1=CCC2CC1C2(C)C (stereo not drawn),i
Cc1sc2nc(CN3CCCC3)nc(N3CCN(Cc4cc(=O)n5ccsc5n4)CC3)c2c1C,i
S=c1[nH]ncn1-c1ccccc1,i
Cn1cnc2c1c(=O)n(CCCSc1ncccn1)c(=O)n2C,i

# 4 records drawn at random from those above, as already listed:
SMILES,PL biosyn Enam
CC(C)CCN(CCC(C)C)P1(=O)C=C(c2ccccc2)SC(c2ccccc2)=C1,i
Cn1cnc2c1c(=O)n(CCCSc1ncccn1)c(=O)n2C,i
CC1CCC2(CC1)c1cnn(C(C)C)c1N=C(c1ccc(F)cc1)N2C (stereo not drawn),i
CSc1ccc(/C=C2\SC(=N)NC2=O)cc1,i

# (further entries)
SMILES,PL biosyn Enam
CC(=O)CSc1nc(C)nc2scc(-c3cccs3)c12,i
Cc1nnc(NC(=O)Cc2n[nH]c(=O)c3ccccc23)s1,i
Cn1c(CCC(N)=O)n[nH]c1=S,i
C=CCn1c(C)csc1=Nc1ccc(S(=O)(=O)Nc2nc(C)cc(C)n2)cc1,i
CC1(C)CC2CC(C)(CN2Cn2nc(-c3ccncc3)n(-c3ccc(Cl)cc3)c2=S)C1 (stereo not drawn),i
Cc1sc2nc(CSc3nnc4n3CCCCC4)[nH]c(=O)c2c1C,i
CS(=O)(=O)Nc1ccc(C2=NN(S(C)(=O)=O)C(c3ccc4c(c3)OCO4)C2)cc1 (stereo not drawn),i
Cc1ccc(-c2csc(N)n2)s1,i
CN(Cc1nc2ccsc2c(=O)[nH]1)Cc1ccco1,i
CC1CCC2(CC1)NC(=O)N(CN1CCC(C(N)=O)CC1)C2=O (stereo not drawn),i
c1ccc2c(c1)oc1c(NCC3CCCCC3)ncnc12,i
CCOC(=O)c1c(NC(N)=S)sc(C)c1C,i
CC(C)(C)n1c(=O)[nH]c2c(c1=O)CCC2,i
S=c1[nH]nc(-c2c[nH]c3ccccc23)n1CC1CCCO1 (stereo not drawn),i
CC(C)CN=C1NC(=O)C(CC(=O)NC2CC2)S1 (stereo not drawn),i
Fc1ccccc1N=c1scc(-c2ccccc2F)n1Cc1ccc2c(c1)OCO2,i
NC(=S)N=Nc1[nH]c(N)c2ccccc12,i
CCN1C(=O)/C(=C/c2c(N3CC(C)OC(C)C3)nc3c(C)cccn3c2=O)SC1=S (stereo not drawn),i
O=c1cc2[nH]c3ccccc3n2c2cc(F)ccc12,i
Cc1cc(-n2c(C)cc(C(=O)CSc3nnnn3Cc3cccs3)c2C)no1,i
c1ccc(-n2nnnc2SCCSc2nnnn2-c2ccccc2)cc1,i
ClC(Cl)(Cl)c1nc(N/N=C/c2ccncc2)c2ccccc2n1,i
Cc1cc(C)nc(N/N=C2/CCSc3ccc(F)cc32)n1,i
Fc1ccc(NC(=S)N2CCCC(C(F)(F)F)C2)cc1 (stereo not drawn),i

# Next section; the last eight above are carried over.
SMILES,PL biosyn Enam
NC(=S)N=Nc1[nH]c(N)c2ccccc12,i
CCN1C(=O)/C(=C/c2c(N3CC(C)OC(C)C3)nc3c(C)cccn3c2=O)SC1=S (stereo not drawn),i
O=c1cc2[nH]c3ccccc3n2c2cc(F)ccc12,i
Cc1cc(-n2c(C)cc(C(=O)CSc3nnnn3Cc3cccs3)c2C)no1,i
c1ccc(-n2nnnc2SCCSc2nnnn2-c2ccccc2)cc1,i
ClC(Cl)(Cl)c1nc(N/N=C/c2ccncc2)c2ccccc2n1,i
Cc1cc(C)nc(N/N=C2/CCSc3ccc(F)cc32)n1,i
Fc1ccc(NC(=S)N2CCCC(C(F)(F)F)C2)cc1 (stereo not drawn),i
CNC(=O)NC(=O)C(C)Sc1nc(C)nc2sc(C)c(C)c12 (stereo not drawn),i
Cc1n[nH]c(C)c1SCC(=O)OCC(=O)N(C(C)C)C(C)C,i
Cc1nc(-c2ccc(CN)s2)cs1,i
Cc1ccc(-c2cn3cc(Cl)ccc3n2)cc1C,i
Fc1ccc(Sc2cc(-c3ccccc3)c3ccccc3n2)cc1,i
COC(=O)Cc1csc(N=Cc2c(O)n(C)c(=O)n(C)c2=O)n1,i
Clc1cccc(N2CCN(c3nnnn3-c3ccccc3)CC2)c1,i
COC(=O)c1nc(NC(=O)C(F)(F)F)n[nH]1,i
O=C(N/N=C/c1ccc([N+](=O)[O-])o1)C1CCN(S(=O)(=O)c2cccs2)CC1,i
COc1cc(OC)cc(-c2n[nH]c(=S)o2)c1,i
O=C(Cn1cnc2sc3c(c2c1=O)CCC3)N1CCCCC1,i
Cc1cc(-n2c(C)cc(-c3csc(NC4CC4)n3)c2C)no1,i
O=C(Cc1cccs1)OCc1cc(=O)n2cc(Br)ccc2n1,i
CC1CCCCN1C(=O)CN1C(=O)NC2(CCCCC2C)C1=O (stereo not drawn),i
Cn1c(-c2ccccc2)c(/C=N/Nc2nncc3ccccc23)c2ccccc21,+
Cc1cc2nc(Nc3ccccc3)c3ccccc3n2n1,i
COC(=O)c1sc(S(=O)(=O)NC(CCSC)C(=O)O)c(C(=O)OC)c1C (stereo not drawn),i
CC(C)(C)NC(=O)NC(=O)COC(=O)C12CC3CC(CC(Br)(C3)C1)C2,i
C=CCN=c1scc(-c2ccc(OC)cc2)n1/N=C/c1cc(Br)c(O)c(Br)c1,i
CCOC(=O)c1sc2nc(C)nc(NC3CCC(O)CC3)c2c1C (stereo not drawn),i
Fc1ccc(-c2cn(-c3ccccc3)c3[n+]2CCS3)cc1,i
O=S(=O)(c1ccc(Cl)cc1)N1CN(c2ccc(Cl)c(Cl)c2)c2nc3ccccc3nc21,i
O=C(C1CN(CC(=O)N2CCNC2=O)c2ccccc2O1)N1CCOCC1 (stereo not drawn),i
CCC1(C)NC(=O)N(/N=C/c2cc(C)n(CC(C)C)c2C)C1=O (stereo not drawn),i
Brc1ccc(C2=CC(c3ccc(Br)cc3)n3nnnc3N2)cc1 (stereo not drawn),i
O=c1[nH]c2ccccc2nc1-c1c[nH]n(-c2ccccc2)c1=O,i
CCCCn1c(=O)[nH]c(=O)c2c1nc(CSc1nc(C)cs1)n2CCC,i
CCSc1nnc(NC(=O)c2csc3c2CCCC3)s1,i
Cc1ccc(/C=C2\SC(=S)N(CCC(=O)O)C2=O)o1,i
CC1(C)CC2CC(C)(CN2C2CC(=O)N(c3ccc(N=Nc4ccccc4)cc3)C2=O)C1 (stereo not drawn),i
Cc1nc(SCC(=O)NC(C)C23CC4CC(CC(C4)C2)C3)c2c3c(sc2n1)CCCC3 (stereo not drawn),i
C=CCn1c(CCN2CCCCC2)n[nH]c1=S,i
Cn1c(=O)c2[nH]c(SCC(=O)C(C)(C)C)nc2n(C)c1=O,i

# High-throughput results as filed in PubChem BioAssay.
